# High-throughput results: PubChem BioAssay, several laboratories
# OXTR ag – human OXTR agonism; P30559; CHO-OTR cells, Fluo-8 calcium fluorescence; normalized: DMSO 0%, oxytocin 100%; activation, % at 3 µM; actives 0.32% (n = 320,000);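 active means activation above the mean of all tested compounds plus 3 SD, cutoff set per screening run, cut at about 20% in these data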;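 further: peak over basal fluorescence ratio from a 100 s FLIPR kinetic read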
# Target sequence (P30559 whole entry, looked up): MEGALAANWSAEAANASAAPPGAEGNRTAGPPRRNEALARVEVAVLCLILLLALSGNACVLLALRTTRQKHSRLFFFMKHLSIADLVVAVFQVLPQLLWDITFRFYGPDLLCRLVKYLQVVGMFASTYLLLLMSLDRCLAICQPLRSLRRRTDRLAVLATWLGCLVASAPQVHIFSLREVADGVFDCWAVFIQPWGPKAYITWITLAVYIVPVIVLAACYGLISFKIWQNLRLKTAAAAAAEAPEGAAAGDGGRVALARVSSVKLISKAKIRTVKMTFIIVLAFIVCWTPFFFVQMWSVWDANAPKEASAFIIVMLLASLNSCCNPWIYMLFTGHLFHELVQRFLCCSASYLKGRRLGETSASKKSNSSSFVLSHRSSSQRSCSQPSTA
# NALP1 yeast inh – inhibitors of NALP1 inflammasome in yeast | S. cerevisiae NALP1/ASC/caspase-1 growth, X-gal OD620, 72 h | inhibition, % at 10 µM | actives 0.61% (n = 280,000) | AID 2071; in the data active means inhibition mostly above about 24%, no sharp cut-off; inactive means mostly below about 32%; further: some compounds called inactive have numbers as strong as hits
# MEKK2wt PB1 HTS – raises or lowers MEK5 binding to wildtype human MEKK2 PB1 domain; Q9Y2U5; bead flow cytometry, Alexa488-MEK5 binding to MEKK2 WT; actives lie on both sides; binding response (% of control), % at 10 µM; actives 1.1% (n = 290,000); AID 1531; in the data active means binding response below about 67% or above about 130%
# MEKK2mut PB1 HTS – signal of MEK5 binding to mutant human MEKK2 PB1 domain; actives 0.35% (n = 290,000); percent response, % at 10 µM; AID 1530; bead flow cytometry, Alexa488-MEK5 binding to MEKK2 mutant; in the data active means percent response above about 24%, passing the limit was not always enough; further: inactives centre near 1; some results filed as inactive read as strong as hits
# GPR7 antag – blocks human GPR7 receptor signaling; P48145; GPR7-expressing cells, fluorescence antagonist assay; inhibition, % at 4.4 µM; actives 1.1% (n = 290,000); AID 1861; in the data active means inhibition above about 16%, passing the limit was not always enough;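 further: cells stimulated with the agonist NPW; 0% = agonist with vehicle and 100% = vehicle without agonist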
# OXTR potentiator – potentiates the human oxytocin receptor response; activation, % at 3 µM; actives 0.061% (n = 320,000); CHO-OTR cells, Fluo-8 calcium fluorescence, potentiator mode; 0% = oxytocin EC15, 100% = EC100; AID 2445; P30559;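 active means activation above that plate's cutoff, the mean activation of tested compounds plus 3 SD, cut at about 6.6% in these data, passing the limit was not always enough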;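 further: 100% uses oxytocin at 75 nM as the full agonist control; some results filed as inactive read as strong as hits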
#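 System: human OTR in CHO cells; Also added: sub-maximal oxytocin, roughly EC15; Timing: compound 6 min at room temperature before oxytocin, 100 s read; Technique: Fluo-8 intracellular calcium fluorescence, ex 470-495, em 515-575 nm; Controls: oxytocin EC15 low and EC100 high; Replication: singlicate.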
# V1aR counter – activates human V1a receptor in oxytocin agonist counter-screen; P37288; CHO-V1R cells, Fluo-8 calcium fluorescence, agonist mode; 0% DMSO, 100% 3 nM vasopressin; activation, % at 3 µM; actives 0.25% (n = 320,000);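 active means activation above the mean activation of all tested compounds plus 3 SD, per screening run, cut at about 20% in these data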;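 further: signal is peak over basal fluorescence ratio across a 100 second FLIPR read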
# Target sequence (P37288 whole entry, looked up): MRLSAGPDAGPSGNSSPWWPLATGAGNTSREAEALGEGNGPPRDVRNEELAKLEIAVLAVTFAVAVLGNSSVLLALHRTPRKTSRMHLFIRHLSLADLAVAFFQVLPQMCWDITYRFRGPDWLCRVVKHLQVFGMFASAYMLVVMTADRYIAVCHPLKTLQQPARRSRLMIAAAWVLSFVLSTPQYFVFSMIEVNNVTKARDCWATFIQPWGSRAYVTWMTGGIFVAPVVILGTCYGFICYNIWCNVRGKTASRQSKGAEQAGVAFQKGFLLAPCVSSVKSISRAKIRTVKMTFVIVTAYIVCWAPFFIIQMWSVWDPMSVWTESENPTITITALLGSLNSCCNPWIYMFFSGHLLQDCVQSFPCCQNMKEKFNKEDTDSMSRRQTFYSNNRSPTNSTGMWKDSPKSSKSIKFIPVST
# PfM18AAP inh – blocks P. falciparum M18 aspartyl aminopeptidase; recombinant PfM18AAP, H-Glu-NHMec fluorogenic cleavage; inhibition, % at 7.35 µM; actives 1.2% (n = 290,000); AID 1822;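 active means inhibition above the campaign mean inhibition over all tested compounds plus 3 SD, cut at about 28% in these data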;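 further: 0% = plate median of test compound wells and 100% = 2 mM ZnCl2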
# GalR3 antagonist – human GalR3 antagonism. inhibition, % at 3 µM. actives 0.44% (n = 360,000). AID 651719. HEK293 GalR3-CNG cAMP membrane potential fluorescence; galR3 body fused to GalR1 C-terminus;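 active means inhibition above the screen-wide average plus 3 SD, cut at about 13% in these data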;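 further: forskolin and galanin both at EC90 stimulate the cells; cAMP rise reported by CNG channel membrane potential dye signal; 0% = forskolin plus galanin with DMSO and 100% = forskolin alone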
# * hit, by the source's call; / = not tested or not shown.
SMILES,OXTR ag,NALP1 yeast inh,MEKK2wt PB1 HTS,MEKK2mut PB1 HTS,GPR7 antag,OXTR potentiator,V1aR counter,PfM18AAP inh,GalR3 antagonist
CCc1ccc(C(=O)NNC(=O)C2CC(=O)N(c3ccc4c(c3)OCCO4)C2)cc1 (configuration not stated),0.1,/,/,/,/,4,0.8,/,-4
O=C(c1ccco1)N1CCN(C(=O)c2cc3cc([N+](=O)[O-])ccc3oc2=O)CC1,0.9,7,100,0,0,-2,-0.6,-5,0
COC(=O)c1cc(C(=O)Cc2ccccc2)c[nH]1,1.0,4,103,4,-18,-8,0.3,2,-7
O=C(CCS(=O)(=O)c1cccc2nsnc12)NCc1ccccc1,-0.4,4,96,-2,-15,0,0.3,-1,-2
O=S(=O)(Nc1cccc2c1CCCC2)c1cccc(C(F)(F)F)c1,-1.6,13,105,3,-21,-17,-0.3,-1,-5
CCOc1ccccc1NC(=O)C1=C(C)NC(=S)NC1c1cccs1 (configuration not stated),0.0,19,94,-3,-2,-6,0.8,-3,-11
CCC1CCCCN1C(=O)CCCOc1ccccc1 (configuration not stated),-1.9,-6,96,1,-3,-18,-0.5,-5,-2
CN(CC(=O)NCc1ccccc1)S(=O)(=O)c1ccc2c(c1)CCC(=O)N2,0.8,19,97,-1,-4,-7,0.2,-3,3
O=C(COc1cccc2ccccc12)NNC(=O)c1cccs1,-0.6,15,/,/,-5,-9,0.7,5,0
O=C(Cc1ccc(Cl)cc1)Nc1cccc(S(=O)(=O)Nc2ccccc2F)c1,1.0,25,104,0,-3,-13,5.4,-1,-3
CN1CCN(C(=O)c2cc(Cl)ccc2Cl)CC1,0.2,-1,100,7,-14,-11,0.2,2,4
O=C(Nc1ccc(S(=O)(=O)Nc2cnc3ccccc3n2)cc1)c1ccc(Cl)cc1Cl,0.5,/,/,/,/,-14,-0.2,/,-4
Clc1ccc2nc(CSc3ncn[nH]3)cn2c1,-0.3,-3,102,3,3,0,0.5,43*,-3
O=C1CSC(=Nc2cccc(Cl)c2Cl)N1Cc1cccnc1,-1.9,12,92,-15,-2,1,0.2,-6,-3
CCN1CCCC1CNCc1ccc(OCc2ccc(Cl)nc2)c(OC)c1 (configuration not stated),0.7,/,105,-1,11,-4,-0.4,1,-3
CCOc1ccccc1N1CCN(C(=O)c2cc(-c3cc(OC)ccc3OC)nc3ccccc23)CC1,-0.3,22,96,-3,-5,-9,1.6,-7,0
CCOc1cc(NS(=O)(=O)c2ccccc2)c(OCC)cc1NC(=O)c1ccco1,1.1,4,95,-4,-10,3,-0.7,9,-2
COc1ccc(OC)c(S(=O)(=O)Nc2c(C)n(C)n(-c3ccccc3)c2=O)c1,-0.5,11,99,1,-9,-4,-0.4,-7,-7
Cc1onc(-c2ccccc2Cl)c1C(=O)NC1CCS(=O)(=O)C1 (configuration not stated),1.0,-9,105,0,-10,5,2.1,6,2
COc1cc(CNCc2ccccc2)ccc1OCC(O)c1ccccc1 (configuration not stated),2.0,9,117,6,15,-16,3.3,2,-10
NC(=O)Cn1c(-c2nonc2N)nc2ccccc21,-0.6,17,101,-1,13,-6,-0.2,-4,-5
CC(C)Oc1cccc(OCCN2C(=O)c3ccccc3C2=O)c1,-1.4,-1,107,4,-1,1,-0.6,0,1
CC1(C)CN2C(=S)N(c3ccccc3)C(c3ccccc3)N2C1 (configuration not stated),-2.3,-1,109,7,-3,0,-1.5,-2,-5
CC1(C)CNc2cc([N+](=O)[O-])ccc2S1,-2.3,6,96,-4,3,-16,0.5,-4,-1
CCOC(=O)N1CCN(C(=O)c2cc3c(s2)-c2ccc(Cl)cc2S(=O)(=O)C3)CC1,0.7,-24,109,6,4,-3,0.5,4,-6
CN(C)c1ncnc2sc(-c3ccccc3)cc12,-1.0,-5,105,4,-12,-9,-0.3,4,-3
CCc1nc2ccc(C(=O)N3CCN(c4cccc(C(F)(F)F)c4)CC3)cc2nc1CC,-1.8,-3,99,3,-3,-11,-0.5,1,-9
CCOC(=O)N1CCC(Nc2ncnc3c2cnn3-c2ccc(Cl)cc2)CC1,/,10,107,7,-9,/,/,5,-5
Cc1cc(/C=N\NC(=O)CC(=O)NC2CCCCC2)c(C)n1-c1ccc(Cl)cc1,-0.3,34,107,7,-7,-10,1.1,7,/
CC1(C)C2CCC1(CS(=O)(=O)NCc1ccc(C(F)(F)F)cc1)C(=O)C2 (configuration not stated),1.2,20,103,2,-10,-18,4.5,-3,-10
O=C(NCCc1ccccc1)c1ccc2c(c1)N(Cc1ccccc1)C(=O)CS2=O (configuration not stated),-0.4,28,106,6,6,-3,0.6,-1,0
Cc1ccccc1CN1CCN(C(=O)c2ccc(S(=O)(=O)NCc3ccco3)cc2)CC1,4.9,/,/,/,/,-4,3.8,/,2
Cc1ccc(C(=O)Nc2ccc(N3CCOCC3)cc2N2CCOCC2)cc1,-0.2,1,112,7,-7,0,-0.4,7,-3
CC(C)OCCCNC(=S)Nc1ccc(S(N)(=O)=O)cc1,1.1,1,94,-2,-9,1,0.4,49*,-7
S=C1NNC2(NN1)C1CC3CC(C1)CC2C3,-2.0,36,103,3,-3,-8,-0.2,26,15*
Cc1cc(C(=O)COC(=O)/C=C/c2ccco2)c(C)n1C,0.2,/,/,/,/,-3,1.0,/,-4
COC(=O)c1sccc1NC(=O)c1cc(-c2ccc(C)cc2C)nc2ccccc12,-1.2,2,100,7,-12,-6,1.5,0,-4
CCN(CC)CCCNC(=O)C(C)Sc1nc(-c2ccccc2)cc(C(F)(F)F)n1 (configuration not stated),-0.1,/,109,0,-8,1,0.8,6,1
Cn1c(Cn2c(=O)sc3ccccc32)nnc1SCC(=O)NCc1ccc(F)cc1,-0.4,12,101,1,-3,-1,-0.5,-1,1
O=C(CN(C(=O)c1csnn1)c1ccc(F)c(Cl)c1)NC1CCCC1,-0.3,10,100,0,3,-1,-1.0,2,-6

# Copied from above, 9 compounds:
SMILES,OXTR ag,NALP1 yeast inh,MEKK2wt PB1 HTS,MEKK2mut PB1 HTS,GPR7 antag,OXTR potentiator,V1aR counter,PfM18AAP inh,GalR3 antagonist
CCc1ccc(C(=O)NNC(=O)C2CC(=O)N(c3ccc4c(c3)OCCO4)C2)cc1 (configuration not stated),0.1,/,/,/,/,4,0.8,/,-4
O=C(c1ccco1)N1CCN(C(=O)c2cc3cc([N+](=O)[O-])ccc3oc2=O)CC1,0.9,7,100,0,0,-2,-0.6,-5,0
COC(=O)c1cc(C(=O)Cc2ccccc2)c[nH]1,1.0,4,103,4,-18,-8,0.3,2,-7
O=C(CCS(=O)(=O)c1cccc2nsnc12)NCc1ccccc1,-0.4,4,96,-2,-15,0,0.3,-1,-2
O=S(=O)(Nc1cccc2c1CCCC2)c1cccc(C(F)(F)F)c1,-1.6,13,105,3,-21,-17,-0.3,-1,-5
CCOc1ccccc1NC(=O)C1=C(C)NC(=S)NC1c1cccs1 (configuration not stated),0.0,19,94,-3,-2,-6,0.8,-3,-11
CCC1CCCCN1C(=O)CCCOc1ccccc1 (configuration not stated),-1.9,-6,96,1,-3,-18,-0.5,-5,-2
CN(CC(=O)NCc1ccccc1)S(=O)(=O)c1ccc2c(c1)CCC(=O)N2,0.8,19,97,-1,-4,-7,0.2,-3,3
O=C(COc1cccc2ccccc12)NNC(=O)c1cccs1,-0.6,15,/,/,-5,-9,0.7,5,0

# Next entries
SMILES,OXTR ag,NALP1 yeast inh,MEKK2wt PB1 HTS,MEKK2mut PB1 HTS,GPR7 antag,OXTR potentiator,V1aR counter,PfM18AAP inh,GalR3 antagonist
Cc1nn(-c2ccccc2)c(C)c1NC(=O)COC(=O)c1cc(Br)ccc1O,-0.5,/,/,/,/,-8,-0.1,/,-4
Cc1ccc(Oc2ccc(Oc3ccc(C)cc3)nn2)cc1,-2.5,9,94,-2,-5,5,-2.3,1,-3
CCCN1C(=O)/C(=C/c2ccccc2OCc2ccc(C(=O)O)cc2)NC1=S,9.0,3,103,6,-18,-28,5.2,3,0
COc1cccc(CCNC(=O)CCc2nnc(-c3cc(C)oc3C)o2)c1,-1.8,-1,100,-7,-1,-16,0.5,6,2
Nc1cc(-c2ccc(OC(F)(F)F)cc2)nn1-c1ccc(Cl)c(Cl)c1,-1.3,8,99,-5,-6,-4,0.3,-12,-4
O=C(CSCc1ccc(Br)cc1)NC1CC1,-1.1,11,96,-1,2,-4,0.1,-15,-1
Cc1ccc(NC(=O)NCCCN2CCCC2=O)cc1C,1.8,16,110,5,-4,-1,0.2,3,1
COc1ccc(S(=O)(=O)n2nc(OC(C)=O)cc2N(C(C)=O)C(C)=O)cc1,-0.8,-15,110,9,-13,-5,0.5,8,-3
NS(=O)(=O)c1ccc(Sc2ccccn2)c([N+](=O)[O-])c1,1.3,-7,102,-1,-8,4,2.6,-5,-3
COc1cccc(C(=O)NCCS(=O)(=O)N2CCC(C)CC2)c1,0.3,/,/,/,/,2,-0.7,/,-3
CN1CCc2c(n(CC(O)CN3C(=O)c4ccccc4S3(=O)=O)c3ccccc23)C1=O (configuration not stated),/,-71,93,-14,0,/,/,2,1
Cc1ccc(S(=O)(=O)NC(CC(C)C)C(=O)N2CCOCCOCCOCC2)cc1 (configuration not stated),0.4,23,96,-3,-13,-6,0.7,-3,-5
CS(=O)(=O)N1CCC(C(=O)O)CC1,0.6,12,92,-4,5,0,0.3,0,-4
C[C@@H]1COC(=O)[C@@H](Cc2ccc(F)cc2)C/C=C\C[C@@H](CC(=O)N(CCO)Cc2ccccc2)C(=O)N1,-0.5,/,/,/,/,2,0.6,/,-5
COc1ccccc1N1CCN(c2ccc3ccccc3n2)CC1,-0.7,26,100,-3,4,-9,0.3,-6,-8
O=C(CNC(=O)c1ccc(Br)o1)NCC1CCCCC1,-0.1,/,/,/,/,-5,0.4,/,-5
Cc1noc(C)c1COC(=O)c1cccc(N(C)C)c1,2.6,18,115,-2,-17,-3,2.5,-12,-3
CCOC(=O)N1CCN(C(=O)CSCc2ccc(Br)cc2)CC1,0.3,14,108,2,5,-3,1.1,-2,/
COC(=O)c1nc2nc(C)cc(=O)n2[nH]1,1.2,-14,106,3,17,-1,-0.2,-7,2
COc1ccc(NC(=S)Nc2cc(C)cc(C)n2)cc1OC,-1.9,-4,101,6,3,-3,0.8,0,3
CCCC(=O)OC/C(O)=C(\C#N)c1nc2ccccc2[nH]1,0.6,-1,66,-23,-8,5,-0.1,6,-6
CN(CC(=O)NC(=O)NCc1ccccc1)CC(=O)Nc1ccc(Cl)c(C(F)(F)F)c1,1.8,/,/,/,/,-15,3.4,/,-3
COc1ccc(N2CCN(S(=O)(=O)CCNC(=O)COc3ccccc3)CC2)cc1,-0.4,/,/,/,/,-17,0.5,/,-2

# Rewritten as tab-separated lines: two of the compounds above
structure	OXTR ag	NALP1 yeast inh	MEKK2wt PB1 HTS	MEKK2mut PB1 HTS	GPR7 antag	OXTR potentiator	V1aR counter	PfM18AAP inh	GalR3 antagonist
NS(=O)(=O)c1ccc(Sc2ccccn2)c([N+](=O)[O-])c1	1.3	-7	102	-1	-8	4	2.6	-5	-3
COc1cccc(C(=O)NCCS(=O)(=O)N2CCC(C)CC2)c1	0.3	/	/	/	/	2	-0.7	/	-3
